Assay outcomes as filed in PubChem.
Growth percent in the NCI-60 one-dose screen (48 h, 10 µM unless noted): 100 = growth as untreated, 0 = no growth, -100 = all killed.
SK-MEL-28 = SK-MEL-28 melanoma; hit rate 4.1% among 81,000
EKVX = EKVX NSCLC; hit rate 3% among 71,000; AID 1794765
HOP-62 = HOP-62 NSCLC. hit rate 3.9% among 80,000. AID 1794735
HOP-92 = HOP-92 NSCLC cells. hit rate 6.3% among 71,000
M14 = M14 melanoma; hit rate 6.2% among 80,000; AID 1794745
A549/ATCC = A549/ATCC NSCLC | hit rate 3.7% among 81,000
SK-MEL-5 = SK-MEL-5 melanoma. hit rate 6.4% among 80,000
CCRF-CEM = CCRF-CEM leukemia | hit rate 7% among 77,000
Starred values were filed as active, the others as inactive; . = not tested or not shown; & = joins results of further samples; [ ] = remark or other dose. The calls were made as follows: active = growth percent below 10; inactive = the rest. Rows are unselected. About 12% of those tested had a hit in this group.

SMILES	SK-MEL-28	EKVX	HOP-62	HOP-92	M14	A549/ATCC	SK-MEL-5	CCRF-CEM
O=C(NNC(=S)Nc1ccccc1)c1ccccn1	46	.	38	17	25	24	14	19
COc1ccc(/C=C(/C(=O)n2cnnn2)c2cc(OC)c(OC)c(OC)c2)cc1	44	46	26	69	-2.6*	29	15	5.8*
C/C(=C/c1ccc(Cl)cc1)C(=O)O	111	102	102	97	102	91	103	96
CC1=NN(c2ccc(S(=O)(=O)O)cc2)/C(=N/NC(N)=S)C1	92	100	99	72	93	100	100	84
CCOc1c(C#N)c(Nc2ccc(S(N)(=O)=O)cc2)c(C#N)c2nc(=S)nc(Nc3ccccc3)n12	102	102	120	127	97	106	97	86
COC(=O)CCC(=O)NCCc1c[nH]c2ccccc12	111	110	143	90	105	97	105	80
CC(C)CC(=O)OCc1ccccc1	112	96	84	99	101	100	102	105
OCCOc1cccc(OCCO)c1	108	114	106	69	106	98	102	84
CCOC(=O)CC1CSC(Nc2ccc(OC)cc2OC)=N1 (stereo unspecified)	102	102	85	94	89	97	102	113
CCOC(=O)c1ccc2c(c1)nc(NC(=O)c1ccc(Cl)cc1)n2CCCOC(C)C	84	77	59	79	70	64	66	39
C[N+](C)(C)C(Cc1ccccc1)c1ccccc1 (stereo unspecified)	117	104	88	85	85	112	90	115
CCOc1cc(C(=O)O)cc(OCC)c1OCC	108	107	95	105	103	120	100	126
CC(=O)O[C@H]1CC[C@@]2(C)[C@@H](CC[C@@H]3[C@@H]2CC[C@]2(C)C=C(C=O)C[C@@H]32)C1	70	.	33	76	65	95	76	-21*
COc1ccccc1/C=N/N=C(\C)c1nnn(-c2ccc([N+](=O)[O-])cc2)c1C	101	100	98	87	101	105	98	100
COc1cc(C2C(C#N)=C(N)OC3=C2C(=O)c2ccccc2C3=O)cc(OC)c1OC (stereo unspecified)	58	52	7.4*	81	12	41	.	56
O=C(O)c1cc(-c2ccccc2)nc2ccc(Cl)cc12	108	102	88	86	105	78	98	69
NC1CCC(Nc2nc(NCc3ccc(-c4cccs4)nc3)c3ncn(C4CCCC4)c3n2)CC1 (stereo unspecified)	-62*	-17*	-2.0*	-13*	-81*	4.3*	-97*	-2.9*
N#C/C(=C\c1ccc(-c2ccccc2Cl)o1)C(=O)c1c[nH]c2ccccc12	109	62	90	90	101	98	98	108
CC[C@H](C)[C@@H]1NC(=O)[C@@H]([C@@H](C)CC)NC(=O)CC(=O)[C@H](C)[C@H](/C=C(\C)C[C@@H](C)C/C(C)=C/c2cnco2)OC1=O	107	96	.	90	99	104	106	95
COc1ccc(C(=S)N2CCN(c3ccc(C)cc3)CC2)cc1	104	101	99	75	95	104	101	104
CN(C)C1(C2c3ccccc3-c3ccccc32)c2ccccc2-c2ccccc21	100	99	120	122	89	80	96	.
O=C(c1ccc(O)c(Br)c1)N1Cc2ccccc2C1	101	103	94	98	94	90	101	101
CC(C)c1c(C(=O)Nc2ccccc2)c(-c2ccccc2)c(-c2ccc(F)cc2)n1CC[C@@H]1CC=CC(=O)O1	-57*	34	12	-24*	-11*	-9.2*	22	-29*
Fc1ccc(-c2nc(CSc3nc4ccccc4s3)no2)cc1	112	102	87	98	95	96	102	120
CC(C)C(=O)/C=C/c1ccccc1	93	104	105	81	102	85	105	90
SMILES	SK-MEL-28	EKVX	HOP-62	HOP-92	M14	A549/ATCC	SK-MEL-5	CCRF-CEM
Cc1ccc(C2=NN3C(C2)c2ccccc2OC3c2ccc(/C=C3\SC(=S)N(C)C3=O)cc2)cc1 (stereo unspecified)	105	94	95	91	99	102	99	86
Cc1cc2c(cc1C)Nc1sc(NC(=O)CN3CCN(C)CC3)nc1C(=O)N2	108	.	94	.	103	100	.	98
CN1CCC=C(C(=O)O)C1	116	98	.	106	68	96	105	109
CCCCc1oc2ccccc2c1C(=O)c1ccc(O)cc1	116	92	79	68	92	77	83	52
CCOC(=O)C1=C(C)NC(=O)NC1c1ccc(OCC(=O)O)cc1 (stereo unspecified)	94	.	94	105	98	83	99	98
CN1CCN(CCOc2ccc(-c3cnc4c(-c5cccc(F)c5F)cnn4c3)cc2)CC1	-19*	79	106	100	-79*	-7.4*	-32*	-13*
Cc1ccc(S(=O)(=O)NCCCNc2cc(-c3cn(C(C)(C)C)nc3-c3cccc(O)c3)ccn2)cc1	61	61	85	71	57	60	43	52
Cc1cc(C)c(Br)c(C)c1C	103	.	88	99	102	95	102	102
COc1cc(C2=Nc3c(N)nc(N)nc3NC(c3sc(Cl)nc3Cl)C2)cc(OC)c1OC (stereo unspecified)	87	.	63	45	73	84	79	80
Cc1cc2nc3c4cc(Cl)ccc4n(CCN(C)C)c3nc2cc1C	-59*	20	22	26	-46*	3.8*	41	25
Cc1ccc(NC(=O)Nc2ncccc2OCc2ccccc2)cc1	105	87	96	78	88	96	102	93
C=C(C)[C@@H]1CC[C@]2(C(=O)OC)CC[C@]3(C)[C@H](CC[C@@H]4[C@@]5(C)C/C(=C/c6ccc(Cl)cc6)C(=O)C(C)(C)[C@@H]5CC[C@]43C)[C@@H]12	107	95	99	103	100	105	99	100
CCCSc1nnc(-c2c(C)nc3sccn23)o1	106	67	112	74	100	98	82	86
CCOC(=O)c1cn2c3c(cc(C)cc3c1=O)C(=O)/C(=C/c1ccc(C(F)(F)F)cc1)C2	104	99	81	78	114	84	92	91
COc1ccc2cc(-c3nc4ccccc4[nH]3)c(Cl)nc2c1OC	104	85	87	83	104	104	93	95
O=C(O)CC(C(=O)O)=C(c1ccccc1)c1ccccc1	114	.	94	101	104	105	104	97
CCCCCC(CCC)COC(=O)c1ccc(C)cc1 (stereo unspecified)	101	103	95	101	99	93	110	76
Nc1ccc(S(=O)(=O)c2ccc(NC(=O)c3ccc(-n4c(=O)[nH]c5ccccc5c4=O)cc3)cc2)cc1	109	104	100	.	98	98	107	104
CCCCSc1nc(Nc2ccc(C(C)=O)cc2)c(C#N)c(-c2ccccc2)n1	97	95	92	67	98	106	94	102
C[C@@H](Oc1cc(-c2cnn(C3CC4(CCCNC4)C3)c2)cnc1N)c1c(Cl)ccc(F)c1Cl (stereo partly specified)	-67*	.	54	-7.4*	-59*	17	.	-6.8*
O=C(O)CCCC1(C(=O)O)CCCC1	110	103	110	90	115	97	111	97
COc1ccccc1N1C(=O)/C(=C/C2=Cc3ccccc3OC2)SC1=S	93	95	92	98	98	96	98	90
Cc1ccc2c(Cn3cc(COc4ccc5c(c4)NC(=O)CC5)nn3)cc(=O)oc2c1	97	110	126	107	113	101	93	98
O=c1c2ccccc2nc(COc2ccccc2)n1NS(=O)(=O)c1ccccc1	105	85	83	90	98	100	100	103
O=C(O)CCCn1c(SCc2c(Cl)cccc2Cl)nc2ccsc2c1=O	58	52	45	24	-11*	34	17	20

Single records (already shown):
Cc1ccc(S(=O)(=O)NCCCNc2cc(-c3cn(C(C)(C)C)nc3-c3cccc(O)c3)ccn2)cc1 is entered as SK-MEL-28 = 61; EKVX = 61; HOP-62 = 85; HOP-92 = 71; M14 = 57; A549/ATCC = 60; SK-MEL-5 = 43; CCRF-CEM = 52
CN1CCN(CCOc2ccc(-c3cnc4c(-c5cccc(F)c5F)cnn4c3)cc2)CC1 is entered as SK-MEL-28 = -19*; EKVX = 79; HOP-62 = 106; HOP-92 = 100; M14 = -79*; A549/ATCC = -7.4*; SK-MEL-5 = -32*; CCRF-CEM = -13*

Random excerpt: seven entries already listed.
SMILES	SK-MEL-28	EKVX	HOP-62	HOP-92	M14	A549/ATCC	SK-MEL-5	CCRF-CEM
CCCSc1nnc(-c2c(C)nc3sccn23)o1	106	67	112	74	100	98	82	86
O=c1c2ccccc2nc(COc2ccccc2)n1NS(=O)(=O)c1ccccc1	105	85	83	90	98	100	100	103
COc1ccccc1N1C(=O)/C(=C/C2=Cc3ccccc3OC2)SC1=S	93	95	92	98	98	96	98	90
CN1CCN(CCOc2ccc(-c3cnc4c(-c5cccc(F)c5F)cnn4c3)cc2)CC1	-19*	79	106	100	-79*	-7.4*	-32*	-13*
CCOC(=O)C1=C(C)NC(=O)NC1c1ccc(OCC(=O)O)cc1 (stereo unspecified)	94	.	94	105	98	83	99	98
C[C@@H](Oc1cc(-c2cnn(C3CC4(CCCNC4)C3)c2)cnc1N)c1c(Cl)ccc(F)c1Cl (stereo partly specified)	-67*	.	54	-7.4*	-59*	17	.	-6.8*
Cc1ccc(C2=NN3C(C2)c2ccccc2OC3c2ccc(/C=C3\SC(=S)N(C)C3=O)cc2)cc1 (stereo unspecified)	105	94	95	91	99	102	99	86

Other records follow.
SMILES	SK-MEL-28	EKVX	HOP-62	HOP-92	M14	A549/ATCC	SK-MEL-5	CCRF-CEM
COC(=O)/C=C(/C(=O)OC)c1c[nH]c2ccccc12	108	95	94	109	97	84	87	102
O=C1Nc2cc(-c3ccc(NS(=O)(=O)c4ccc(F)c(Cl)c4)cc3)ccc2/C1=C/c1ccc[nH]1	41	1.8*	27	37	48	3.7*	59	40
Nc1[nH]nc(Nc2ccccc2)c1-c1nc2ccccc2s1	35	19	29	-16*	6.4*	20	58	8.4*
O=S(=O)(Cl)c1ccccc1Cl	104	104	104	.	109	97	111	85
CC(C)OC(=O)Nc1c(C(C)C)cccc1C(C)C	105	.	116	.	102	109	97	.
O=C(Cc1ccc(C(O)CC(=O)c2ccccc2O)cc1)Nc1ccccc1 (stereo unspecified)	96	83	81	88	89	83	76	55
COc1ccc(NC(=O)CSc2nnc(-c3ccc4nc(-c5ccc(OC)c(OC)c5)[nH]c4c3)o2)cc1	101	106	104	91	.	98	100	97
Nc1nc(=S)c2ncn(C3OC(CO)C(O)C3O)c2[nH]1 (stereo unspecified)	51&115	23&110	35&106	30	15&109	28&93	23&116	24&96
NS(=O)(=O)c1ccc(C(=O)N2N=C(c3ccccc3)CC2c2ccc(F)cc2)cc1 (stereo unspecified)	102	97	96	84	96	104	99	99
COC(=O)c1cc(OC)cc(OC)c1	102	105	107	.	99	94	106	86
C=CCOc1cccc(/C=C2\SC(=S)N(C3CC(=O)N(c4ccc(Br)cc4)C3=O)C2=O)c1 (stereo unspecified)	97	105	100	107	106	105	101	97
COc1ccc(C(=O)c2cc(C)c(OC)c(C)c2)c(OC)c1N(C(=O)C(Cl)Cl)C(=O)C(Cl)Cl	50	57	18	2.5*	-15*	14	0.8*	11
O=C(c1cccs1)c1cccs1	115	98	99	81	98	96	102	98
CCOC(=O)C(CBr)CBr	111	.	98	102	107	96	109	100
N=C1C=C(N)C(=O)c2ccccc21	-96*	.	-94*	-39*	-87*	-72*	-96*	3.1*
Cc1cc(C(C)(C)C)cc(O)c1O	115	.	129	130	91	99	101	69
O=C1c2cc(Br)ccc2-c2ccc(Br)c3cccc1c23	105	82	110	94	111	107	99	100
CCOc1cc(/C=C/C(=O)CC(=O)/C=C/c2ccc(OC(=O)CNCCN(CC)CC)c(OCC)c2)ccc1OC(=O)CNCCN(CC)CC	-57*	-38*	-32*	-3.3*	-15*	12	-90*	4.2*
O=C(NC(=S)Nc1cccc(Cn2c(=O)[nH]c3ccc(Oc4ncccn4)cc3c2=O)c1)c1ccccc1	82	58	86	38	81	77	30	59
Cc1ccc(-c2n[nH]c(=O)c3nc(NC(=S)Nc4ccc(Cl)cc4)sc23)cc1	110	80	92	103	90	94	97	103
O=C(O)c1ccccc1C(=O)Nc1cccc([N+](=O)[O-])c1	111	123	101	101	94	99	127	120
O=C(Nc1ccc(Cl)cc1)c1ccc2c(c1)NC(=O)[C@@H]1CCCN21	106	87	93	98	87	87	94	97
Fc1cc(-c2nn3c(-c4cc(F)c(Cl)cc4Cl)nnc3s2)c(Cl)cc1Cl	84	97	88	95	84	99	83	.
CCN(CC)Cc1cc([N+](=O)[O-])ccc1O	120	104	89	107	107	103	103	117
CC(=O)NCC(=O)N1[C@@H]2CC[C@H]1c1ccc(Nc3ncc(C(F)(F)F)c(NC4CCC4)n3)cc12	71[2.5 µM]	69[2.5 µM]	23[2.5 µM]	-1.1*[2.5 µM]	27[2.5 µM]	34[2.5 µM]	58[2.5 µM]	40[2.5 µM]
SMILES	SK-MEL-28	EKVX	HOP-62	HOP-92	M14	A549/ATCC	SK-MEL-5	CCRF-CEM
c1ccc2c([C@@H]3CCCC[C@H](c4c[nH]c5ccccc45)c4c3[nH]c3ccccc43)c[nH]c2c1	83	.	55	38	46	56	74	39
N#Cc1nc(C#N)c(Sc2ccccc2)c(Sc2ccccc2)c1Sc1ccccc1	-84*	8.1*	-46*	-32*	-29*	3.6*	-93*	-8.0*
O=C(NCc1ccccc1)C(c1ccc(OCCBr)cc1)N(C(=O)CCc1ccc(O)cc1)C1CC1 (stereo unspecified)	.	91	94	88	95	80	.	87
CC(N)C(=O)OC(C)(C)Cc1ccc(Cl)cc1 (stereo unspecified)	123	92	96	58	96	103	.	88
C=C(C)[C@@H]1CC[C@]2(C(=O)N3CCN(C)CC3)CC[C@]3(C)[C@H](CC[C@@H]4[C@@]5(C)CC[C@H](O)C(C)(C)[C@@H]5CC[C@]43C)[C@@H]12	-85*	93	56	15	-86*	-82*	-68*	-37*
CNc1ccc(N)cc1	140	94	106	135	112	111	101	88
COc1cc2ncnc(Nc3ccc(F)c(Cl)c3)c2cc1OCC(=O)N1CCN(c2ccccc2)CC1	113	78	103	87	99	83	95	103
COc1cc(-c2nc(SC(C)C)nc(Nc3ccccc3C)c2C#N)cc(OC)c1OC	107	102	104	110	104	101	102	103
[O-][n+]1onc(N/N=C/c2ccc(Br)s2)c1-c1ccccc1	104	95	102	112	.	111	104	104
CC(C)[C@@H]1C=C2CC[C@H]3[C@](C)(CN)CCC[C@]3(C)[C@H]2CC1	-82*	66	60	.	89	96	69	71
O=Cc1ccc(O)c(Cl)c1	109	.	90	85	103	105	101	85
c1ccc(CN2COc3cc4c(cc3C2)OCN(Cc2ccccc2)C4)cc1	104	97	87	87	94	92	92	97
CCCCCc1cc(Cl)ccc1OCC(=O)O	103	94	111	92	108	93	103	99
O=C(O)CNc1ccc(S(=O)(=O)c2ccc(NCC(=O)O)cc2)cc1	108	.	105	.	96	99	99	96
